# Compound activity from PubChem.
# NOD1 inhibition: inhibition of NOD1-driven NF-kB reporter – cell-based, luminescence, uHTS, primary screen (AID 1578); 290,000 tested, 1% active; inhibition, % at 4 µM, or EC50 in µM where a hit was titrated; NOD1-driven NF-kB luciferase reporter cells, luminescence; higher % means a stronger effect; in the data active means inhibition mostly above about 36%, no sharp cut-off; inactive means mostly below about 34%;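 further: HEK-293T reporter cells stimulated with the NOD1 agonist gamma-tri-DAP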
# Siah-1 displacement: Siah-1 peptide-binding antagonists, primary screen, biochemical, fluorescence polarization, rhodamine-plectin, uHTS (AID 1817); 290,000 tested, 0.02% active; Siah-1 / rhodamine-plectin peptide fluorescence polarization; higher % means a stronger effect; displacement, % at 20 µM, or IC50 in µM where a hit was titrated;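 active means displacement of at least 50% at 20 µM, with a fluorescence ratio check between 0.3 and a set limit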;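 further: plate controls were Siah plus tracer with DMSO for no effect and tracer alone without Siah for full effect; strong numbers were not always called active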
# KOR beta-arrestin-1: KOR agonists, beta-arrestin recruitment, primary screen, cell-based, luminescence, uHTS (AID 1777); KOR beta-arrestin recruitment, luminescence; higher % means a stronger effect; activation, % at 10 µM, or EC50 in µM where a hit was titrated; 280,000 tested, 0.02% active; in the data active means activation above about 50%, passing the limit was not always enough; further: a part of the inactive calls stands beside numbers as strong as those of hits
# LYP phosphatase: PTPN22 lymphoid phosphatase activity blockers – biochemical, fluorescence intensity, uHTS (AID 1779); recombinant LYP phosphatase, fluorescence intensity; higher % means a stronger effect; inhibition, % at 11.5 µM, or IC50 in µM where a hit was titrated; 290,000 tested, 0.054% active;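 further: plate controls were vehicle with enzyme for no effect and no enzyme for full effect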
# PhoP inhibition: inhibitors of PhoP regulon expression, primary screen, Salmonella Typhimurium, GFP reporter (AID 1863). S. Typhimurium PhoP-regulated promoter GFP reporter, 4 h; higher % means a stronger effect. inhibition, % at 50 µM, or IC50 in µM where a hit was titrated. 300,000 tested, 0.16% active;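 active means inhibition over 29.93%, a cutoff 3 SD above the screen mean, later confirmed by dose response; inconclusive means inhibition over 29.93% but no dose response follow-up; inactive means inhibition at most 29.93% or unconfirmed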;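 further: 0% = low Mg2+ inducing control and 100% = high Mg2+ repressing control; strong numbers were not always called active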
# KOR beta-arrestin-2: kappa opioid receptor blockers – cell-based, luminescence, uHTS (AID 1778). KOR beta-arrestin recruitment, luminescence, antagonist mode; higher % means a stronger effect. inhibition, % at 10 µM, or IC50 in µM where a hit was titrated. 290,000 tested, 0.091% active; further: strong numbers were not always called active
# Myeloid diff MLP: promotes myeloid progenitor differentiation; calls only at 10 µM; 360,000 tested, 1% active; ER-HoxA9 myeloid progenitors, lysozyme-GFP differentiation, flow cytometry; AID 624256;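 active means normalized GFP-positive differentiation at or above the plate's own cutoff, the solvent-only control mean plus 3 SD; inconclusive means no clear call, values can overlap the other calls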;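 further: cells exposed to compound for four days before flow analysis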
# NOD2 inhibition: inhibition of NOD2-driven NF-kB reporter – cell-based, luminescence, uHTS, HEK293 (AID 1566); HEK293 NOD2/NF-kB luciferase reporter, luminescence; higher % means a stronger effect; inhibition, % at 4 µM; hits with a dose series show EC50 in µM; 290,000 tested, 0.63% active; further: many of its hits are not listed in these tables
# HIV fusion peptide: cell-free HIV fusion peptide-binding blockers – biochemical, uHTS, fluorescence dequenching, primary screen (AID 1986) | inhibition, % at 20 µM, or IC50 in µM where a hit was titrated | cell-free peptide binding, fluorescence dequenching, 30 min; higher % means a stronger effect | 290,000 tested, 0.3% active; in the data active means inhibition mostly above about 52%, no sharp cut-off; inactive means mostly below about 76%; further: some results filed as inactive read as strong as hits
# Myeloid diff MLP GFP+ MAC1+ %: recorded beside Myeloid diff MLP, whose call it bears; GFP+ MAC1+ double positive, %; measured here: differentiation confirmed by MAC1 staining
# The depositor's hits bear a star; i = inactive; ? = inconclusive; . = not tested or not shown; + = active, no number; [ ] = another dose, or the depositor's remark. Unless noted, no stated cut-off is given here; in the data, active means inhibition above about 50%; inactive means the rest. The list is partial, so the mix of outcomes need not match the whole.
SMILES,NOD1 inhibition,Siah-1 displacement,KOR beta-arrestin-1,LYP phosphatase,PhoP inhibition,KOR beta-arrestin-2,Myeloid diff MLP,Myeloid diff MLP GFP+ MAC1+ %,NOD2 inhibition,HIV fusion peptide
COc1cc(C(=O)OCC(=O)NC(=O)C2CCCCC2)ccc1OC(F)F,-48%,-1%,0.8%,0%,-2%,-6%,i,0.3,4%,0.2%
Cc1ccc(-c2nn(-c3ccccc3)cc2CN(Cc2ccccc2)C(=O)CCC(=O)O)o1,-13%,3%,-3.2%,4%,-2%,15%,i,1.2,1%,15%
COc1cc(/C=N/NC(=O)c2cc(-c3c(C)nn(-c4ccccc4)c3C)n[nH]2)ccc1O,26%,9%,-5.2%,2%,-15%,-2%,i,0.4,27%,-3.9%
COc1ccc(OCCCC(=O)Nc2ccc3c(c2)OCO3)cc1,-24%,-2%,0.9%,-7%,-17%,8%,i,1.3,-22%,-2.0%
CCN1CCN(C(=O)CCc2ccc(S(=O)(=O)NCCc3ccccc3)cc2)CC1,-14%,1%,2.4%,-5%,-4%,24%,i,0.9,3%,0.0%
COc1ccc(OC)c(CNC(=O)C2CCN(C(=O)N(C)C)CC2)c1,-8%,2%,-2.8%,-4%,1%,-1%,i,6.9,6%,1.5%
O=C(NNc1nc2c(F)cccc2s1)c1ccc(F)cc1,-21%,-2%,7.3%,-2%,3%,-21%,i,0.7,1%,-1.2%
COc1ccc(CNC(=O)CC(NC(N)=O)c2ccccc2Cl)cc1OC (stereo not given),14%,-5%,-0.2%,-3%,3%,30%,i,0.8,-4%,-2.6%
Cc1ccccc1C(=O)N1CCC(C(=O)Nc2cccc(F)c2)CC1,8%,-3%,0.7%,-10%,-4%,16%,i,0.5,5%,0.0%
Cc1ccccc1/C=N\NC(=O)c1ccccc1-n1cccc1,-33%,1%,3.0%,4%,5%,-40%,i,0.5,-11%,0.2%
Cc1ccc(C)c(NC(=O)CNS(=O)(=O)c2ccccc2)c1,-14%,19%,-2.0%,-3%,-8%,13%,i,0.4,8%,-2.3%
COCCNC(=O)Cn1c(=O)n(C)c2ccccc21,-14%,0%,.,-8%,8%,.,i,2.0,-2%,0.0%
CCn1c(=O)c2cc(C(=O)Nc3ccc(OC)cc3OC)sc2c2ccccc21,-15%,29%,15%,-4%,-12%,-23%,i,0.3,15%,1.8%
CCOc1ccc(N2C(=O)/C(=C/c3ccccn3)SC2=S)cc1,-8%,2%,1.4%,-2%,-9%,4%,.,.,21%,0.8%
Nc1nc(-c2ccccc2)c(-c2ccc([N+](=O)[O-])cc2)s1,26%,-3%,-8.5%,-1%,2%,7%,i,2.0,9%,1.3%
Cn1c(COc2ccc3ccccc3c2)nnc1SCC(=O)OC1CCCCC1,2%,19%,-3.4%,-1%,1%,34%,i,0.8,23%,0.6%
CCCCOC(=O)C1CCC[C@@H](C)N1 (stereo not given in full),-22%,1%,-0.2%,-7%,-7%,30%,i,0.8,3%,12%
Cc1n[nH]c(=O)n1-c1ccc(OCc2ccccc2)cc1,-22%,-3%,3.4%,-7%,-19%,-32%,i,0.6,-33%,-0.6%
CCOc1ccc(S(=O)(=O)N2CCC(C(=O)N3CCN(c4ccccc4)CC3)CC2)cc1,32%,-4%,6.5%,-3%,-1%,-23%,i,0.6,19%,-0.2%
C=CCC(=O)NC1CC(C)(C)Cc2c1cnn2-c1ccccc1C (stereo not given),4%,11%,-1.8%,-11%,7%,-36%[20 µM],i,0.5,18%,0.1%
CC(=O)N1CC(C)Sc2ccc(S(=O)(=O)NC3CCCCC3)cc21 (stereo not given),19%,-3%,7.0%,-10%,5%,-29%,i,3.0,35%,-2.1%
Cn1c(=O)c2c(nc(CN3CCN(C(c4ccccc4)c4ccccc4)CC3)n2CCCO)n(C)c1=O,0%,-5%,1.3%,-3%,.,-10%,i,0.2,-13%,-0.4%
N/C(=N\OC(=O)c1ccc(Br)cc1)c1ccccc1,-84%,3%,-3.7%,-11%,2%,-1%,i,1.7,-155%,-1.3%
Cc1cc(CNC(=O)COc2ccc(F)cc2)c2ccccc2n1,1%,2%,-4.9%,-6%,5%,-10%[20 µM],i,0.1,19%,-1.3%
O=C(NCCN1CCN(c2ccccc2)CC1)c1ccc2c(c1)[nH]c(=S)n1c3ccccc3nc21,-30%,8%,-4.4%,-17%,6%,6%,i,0.5,-4%,1.3%
COc1ccc2c(c1)c(=O)oc1cc(OCC(=O)NC3CC3)ccc12,-28%,5%,-2.5%,-12%,-4%,-1%,i,1.1,-7%,2.0%
O=C(NCCc1ccccc1)C(=O)Nc1nccs1,-34%,6%,-2.7%,0%,-8%,-6%,i,0.7,-21%,1.5%
CCN(CC)S(=O)(=O)c1ccc(N2CCOCC2)c(NC(=O)COc2ccccc2C#N)c1,-4%,-2%,-0.9%,-2%,-7%,-26%,i,0.5,-5%,-1.1%
Cc1ccc(NC(=O)CCNC(=O)c2ccccc2)cc1F,7%,-2%,-2.6%,-4%,1%,-3%,i,0.3,-5%,-0.8%
COc1ccc(CNC(=O)N[C@@H](CC(C)C)C(=O)O)cc1OC,-6%,1%,4.5%,-8%,-10%,14%,i,0.3,6%,0.8%
CCC(C)NC(=O)CC(C)C (stereo not given),3%,-3%,8.1%,-13%,-6%,-24%,i,1.0,-24%,-2.1%
Cc1onc(-c2c(F)cccc2Cl)c1C(=O)N1CCc2ccccc21,-18%,-2%,0.4%,-7%,8%,6%,i,5.8,-1%,-3.9%
Cn1c(C(=O)NCCCN2CCCCCC2)cc2c(=O)n(C)c3ccccc3c21,-19%,-1%,-5.6%,-2%,-4%,2%,?,.,-10%,-4.9%
O=C(O)c1cccc(Oc2ncnc3sc4c(c23)CCCC4)c1,-12%,1%,-1.7%,-5%,-6%,8%,i,0.5,6%,3.4%
CCn1c(=O)c(C(=O)Nc2cnccn2)c(O)c2ccccc21,8%,-1%,3.4%,-7%,.,-33%,.,.,19%,-3.3%
COc1cc(NCCCCCCCN)c2ncccc2c1,18%,16%,0.1%,-13%,4%,-101%,i,0.7,13%,0.8%
CCC(C)(C)NC(=O)C(c1cccs1)N(C(=O)c1ccn[nH]1)c1cccc(OC)c1 (stereo not given),-26%,3%,.,-2%,0%,4%[20 µM],i,1.0,1%,2.0%
Cc1cc(C(=O)CN2C(=O)NC3(CCCCC3)C2=O)c(C)n1Cc1ccco1,-57%,8%,-3.3%,-2%,-6%,-4%,i,0.0,-51%,0.3%
O=C(c1ccc(N2CCCC2)c([N+](=O)[O-])c1)N1CCN(CCO)CC1,-7%,-6%,-4.1%,-6%,1%,28%,i,0.3,11%,-1.1%
COc1ccc(N(CC(=O)Nc2ccc(C)c(C)c2)C2=NC3CS(=O)(=O)CC3S2)cc1 (stereo not given),-5%,-1%,0.3%,-5%,.,18%[20 µM],i,2.2,11%,1.4%
CCC(C)[C@H](NC(=O)N1CCC(C)CC1)C(=O)O (stereo not given in full),-6%,10%,4.0%,-7%,-6%,3%,i,1.3,16%,-1.0%
N#CC(c1ccccc1)N(CCCCl)C(=O)c1ccc(Br)cc1 (stereo not given),8%,0%,-2.0%,-12%,-4%,-8%,i,0.1,13%,-2.0%
CC(Oc1ccc(-c2ccccc2)c(F)c1)c1ccn(S(=O)(=O)c2ccc(Cl)cc2)n1 (stereo not given),36%,-2%,-1.8%,-4%,2%,1%,i,0.6,21%,2.1%
CCOc1ccc(C(=O)C2CCN(CC(=O)Nc3ccccc3N3CCOCC3)CC2)cc1,10%,3%,8.4%,4%,-14%,2%,i,1.4,6%,-2.0%
C=CCNC(=O)CCCC(=O)NCC=C,-13%,0%,-0.6%,-8%,-6%,-15%,i,1.3,-7%,0.6%
COc1ccc(C=NCCC2(O)CC(C)N(C)CC2C)cc1 (stereo not given),8%,-1%,0.2%,-6%,-11%,-21%,i,0.5,2%,1.9%
O=C(CCC(=O)Nc1ccc(F)cc1)N/N=C/c1cc([N+](=O)[O-])ccc1O,-32%,-7%,-6.5%,-3%,4%,-25%,i,0.3,3%,3.1%
CC(C)Oc1ccc(C(=O)NC2CCN(Cc3ccccc3)CC2)cc1,-8%,0%,-6.5%,-10%,6%,-28%,i,0.8,10%,0.5%
CCC(C)SCC(=O)Nc1ccc(S(=O)(=O)N2CCOCC2)cc1OC (stereo not given),0%,2%,6.0%,-2%,-8%,8%,i,0.8,14%,1.0%
O=C(CCCn1c(SCC(=O)Nc2ccccc2Cl)nc2ccccc2c1=O)NCC1CCCO1 (stereo not given),-4%,-6%,8.8%,-8%,-2%,-15%,?,.,14%,-0.2%
# Carrying on.
SMILES,NOD1 inhibition,Siah-1 displacement,KOR beta-arrestin-1,LYP phosphatase,PhoP inhibition,KOR beta-arrestin-2,Myeloid diff MLP,Myeloid diff MLP GFP+ MAC1+ %,NOD2 inhibition,HIV fusion peptide
CCC(=O)Nc1nc(-c2ccccc2)ns1,-48%,-1%,-2.3%,-1%,2%,-8%,i,0.7,-47%,-0.2%
CCC(C)NCc1ccc(C(=O)OC)o1 (stereo not given),13%,0%,0.8%,-4%,8%,21%,i,0.9,13%,0.3%
Cc1ccc(Oc2nc3ccccc3n3cccc23)cc1,-18%,0%,0.5%,6%,3%,-6%,i,0.6,8%,1.5%
COc1ccccc1NC(=O)N1CCC(NC(=O)C(Cc2ccccc2F)NC(C)=O)CC1 (stereo not given),-16%,0%,-2.2%,-3%,-4%,8%,i,0.3,0%,-0.5%
O=C(COc1ccc2c3c(c(=O)oc2c1)CCC3)N1CCCCC1,-72%,-6%,2.1%,0%,-5%,4%,i,2.1,-18%,1.1%
Cc1ccc(C2=NN(C(=O)CSc3nccn3C)C(c3ccco3)C2)cc1 (stereo not given),-7%,1%,0.1%,-5%,4%,-2%,+,1.7*,-5%,-1.1%
Cc1[nH]nc2c1C1(CCC3(CC1)OCCO3)C(C#N)=C(N)O2,11%,-1%,-5.5%,-7%,-9%,-42%,i,3.2,8%,-2.2%
CC1CN(S(=O)(=O)c2ccc(C(=O)Nc3nnc(-c4ccc5c(c4)CCCC5)o3)cc2)CC(C)O1 (stereo not given),42%,-6%,0.1%,-6%,5%,-4%,i,1.9,28%,-0.5%
CCN(CC)CCCN=C(N)N,-4%,-3%,-7.2%,-1%,-10%,-6%,.,.,8%,1.7%

# Structures listed so far with a cyano group (three):
SMILES,NOD1 inhibition,Siah-1 displacement,KOR beta-arrestin-1,LYP phosphatase,PhoP inhibition,KOR beta-arrestin-2,Myeloid diff MLP,Myeloid diff MLP GFP+ MAC1+ %,NOD2 inhibition,HIV fusion peptide
CCN(CC)S(=O)(=O)c1ccc(N2CCOCC2)c(NC(=O)COc2ccccc2C#N)c1,-4%,-2%,-0.9%,-2%,-7%,-26%,i,0.5,-5%,-1.1%
N#CC(c1ccccc1)N(CCCCl)C(=O)c1ccc(Br)cc1 (stereo not given),8%,0%,-2.0%,-12%,-4%,-8%,i,0.1,13%,-2.0%
Cc1[nH]nc2c1C1(CCC3(CC1)OCCO3)C(C#N)=C(N)O2,11%,-1%,-5.5%,-7%,-9%,-42%,i,3.2,8%,-2.2%
